# TNAP Pi inh = inhibitors of human tissue-nonspecific alkaline phosphatase; P05186; purified TNAP, pNPP, malachite green phosphate absorbance; inhibition, % at 20 µM; 21,000 tested, under 10 active; AID 614
# Target sequence (P05186 whole entry, looked up): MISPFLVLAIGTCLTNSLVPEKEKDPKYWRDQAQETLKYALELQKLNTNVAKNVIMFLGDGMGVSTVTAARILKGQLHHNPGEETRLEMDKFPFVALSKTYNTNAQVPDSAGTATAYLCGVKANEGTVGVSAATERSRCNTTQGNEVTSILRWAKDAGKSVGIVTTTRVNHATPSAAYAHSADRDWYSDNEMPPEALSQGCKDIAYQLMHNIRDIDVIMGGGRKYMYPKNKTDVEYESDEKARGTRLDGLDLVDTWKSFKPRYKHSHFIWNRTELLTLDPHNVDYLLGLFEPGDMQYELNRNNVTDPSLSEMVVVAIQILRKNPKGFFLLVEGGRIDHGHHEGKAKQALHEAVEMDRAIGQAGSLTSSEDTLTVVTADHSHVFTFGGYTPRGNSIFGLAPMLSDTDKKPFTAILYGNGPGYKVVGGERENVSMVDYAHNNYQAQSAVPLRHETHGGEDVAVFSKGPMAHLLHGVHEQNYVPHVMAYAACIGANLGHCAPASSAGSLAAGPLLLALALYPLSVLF
# TNAP pNPP inh = blocks human TNAP p-nitrophenol release. P05186. purified TNAP, pNPP hydrolysis, absorbance 405 nm. inhibition, % at 20 µM. 21,000 tested, under 10 active;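 note: 0% = DMSO only wells and 100% = 1 mM levamisole wells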
# Numbers without * were called inactive.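 Rule for the calls: active = inhibition above 50% at the 20 µM single-dose screen; inactive = the rest.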 Not all compounds are listed. The share of hits here may be higher or lower than overall.
TNAP pNPP inh	TNAP Pi inh	Compound
0	0	COc1cc2c(cc1OC)C1(CCCC1)C(N)=C2C#N
9	-5	Clc1ccc(-n2ncc3c(NCc4cccs4)ncnc32)cc1
-1	13	O=C(CSc1nnnn1C1CCCCC1)NCc1ccc2c(c1)OCO2
4	9	CCn1c(SCC(=O)NCCc2ccccc2)nnc1-c1cccs1
5	-1	CCN(CC)CCNC(=O)Cc1nn(CC)c(=O)c2ccccc12
-2	4	CCOC(=O)c1ccc2c(c1)n(CCO)c(C)[n+]2CC
5	8	CC(=O)Nc1ccc(OCC=C(Cl)Cl)cc1
4	5	CC1CC(C)(C)NC(=S)S1 (stereo not given)
1	5	CC(C)c1cc(C(N)=O)c(NC(=O)C2CCC2)s1
-2	6	CCOc1ccc(C2/C(=C(\O)c3ccc(OC)c(OC)c3)C(=O)C(=O)N2c2cc(C)on2)cc1OC (stereo not given)
3	12	CCOC(=O)c1c(C)oc2ccc(OCC(=O)C(C)(C)C)cc12
0	0	CCOC(=O)CC1=C(C(=O)OCC)C(c2ccc(OC)c(OC)c2)C(C#N)=C(N)O1 (stereo not given)
7	11	CCCOC(=O)Nc1nc2ccccc2o1
0	0	N#Cc1nc(-c2cccs2)oc1NCCN1CCOCC1
8	3	CCOC(=O)N1CCN(S(=O)(=O)c2cccc3cccnc23)CC1
1	8	Cc1ccc2c(c1)c1ncn(CCC3=CCCCC3)c(=O)c1n2C
8	15	CCN1CCCC(OC(=O)Nc2ccccc2)C1 (stereo not given)
5	11	COc1cc(OC)nc(NC(=O)CSc2nc3ccccc3[nH]2)n1
2	-6	Nc1ccc(N2CCCCCC2)cc1
5	10	O=c1[nH]c2sc3c(c2c(=O)n1Cc1ccccc1)CCC3

# Quoted from the listing:
# TNAP pNPP inh result of CCN1CCCC(OC(=O)Nc2ccccc2)C1 (stereo not given) : 8
# TNAP Pi inh result of N#Cc1nc(-c2cccs2)oc1NCCN1CCOCC1 : 0
# TNAP Pi inh result of O=C(CSc1nnnn1C1CCCCC1)NCc1ccc2c(c1)OCO2 : 13
# TNAP pNPP inh result of CCOc1ccc(C2/C(=C(\O)c3ccc(OC)c(OC)c3)C(=O)C(=O)N2c2cc(C)on2)cc1OC (stereo not given) : -2

# Next section
TNAP pNPP inh	TNAP Pi inh	Compound
-12	-6	O=C(c1cc2c(s1)CCC2)N1C(=O)c2ccccc2S1(=O)=O
6	21	O=C(c1ccco1)N1CCN(CC(O)COc2ccc3oc4ccccc4c3c2)CC1 (stereo not given)
0	9	CCOC(=O)c1coc(CNC(=O)c2c(C)oc3c2CCCC3)c1
1	6	Cc1sc(-n2c(C)ccc2C)c(C#N)c1C
4	9	CCn1c(CNC(=O)c2ccc(OC)c(OC)c2)nnc1SCC(=O)c1ccc(OC)cc1
0	0	Cc1ccc(S(=O)(=O)N(C)CC(=O)N2CCOCC2)cc1
-2	7	Cn1c(N)c(C(=O)COC(=O)CCCc2c[nH]c3ccccc23)c(=O)n(C)c1=O
6	2	CN1CC2(Cc3c1ccc1ccccc31)C(=O)OC(C)(C)OC2=O
2	-20	CCOC(=O)CCCNC(=O)CN1C(=O)NC2(CCCCCC2)C1=O
-8	-5	Cc1[nH]c2ccccc2c1-c1nc2ccccc2[nH]1
5	11	CC12CN(C(=O)c3ccccc3)C3(C#N)CC1CCC23C (stereo not given)
1	6	Cc1ccc2[nH]c3c(NCCN4CCOCC4)ncnc3c2c1
-1	9	CCN(CC)S(=O)(=O)c1cccc(-c2nnc(SC(C)C(=O)NCCC3=CCCCC3)o2)c1 (stereo not given)
-4	-4	CCCCCCC(=O)NCC(=O)OCC(=O)c1ccccc1
0	0	CCNC(=O)COn1c(SCC(=O)NCC)nc2ccccc2c1=O
1	8	COc1cccc(-c2nnc(SCc3nc4ccccc4[nH]3)n2N)c1
4	7	O=[n+]1c2c(n([O-])c3cc(Br)ccc31)CCC2
4	-24	COc1ccc(-c2nc(C#N)c(NCCc3ccccc3)o2)cc1OC
5	7	CC(C)CCOCC(=O)Nc1cccc(C(=O)O)c1
3	7	COc1cccc(NC(=O)C2C3CC4OC(=O)C2C4C3)c1 (stereo not given)

# Reformatted field by field: part of the list above
Molecule: CN1CC2(Cc3c1ccc1ccccc31)C(=O)OC(C)(C)OC2=O
- TNAP pNPP inh: 6
- TNAP Pi inh: 2

Molecule: CCOC(=O)CCCNC(=O)CN1C(=O)NC2(CCCCCC2)C1=O
- TNAP pNPP inh: 2
- TNAP Pi inh: -20

# Next part
TNAP pNPP inh	TNAP Pi inh	Compound
0	0	O=C(CCS(=O)(=O)Cc1ccccc1)NCc1ccco1
3	-1	COc1cccc(NC(=O)C2CC(=O)N=C(N)S2)c1 (stereo not given)
4	6	Cn1c(=O)oc2cc(S(=O)(=O)N3CCN(c4cccc(Cl)c4)CC3)ccc21
4	-4	O=C(CNC(=O)c1ccco1)OC(C(=O)c1ccccc1)c1ccccc1 (stereo not given)
6	11	CCCOc1ccc(Cn2c(O)cc(=O)[nH]c2=O)cc1
3	14	O=C(Oc1cccc(N2C(=O)CCC2=O)c1)C1CC(=O)N(c2ccc(Br)cc2)C1 (stereo not given)
6	10	O=c1[nH]cnc2c1cnn2Cc1ccccc1
4	7	O=C(CCn1nnc(-c2cccs2)n1)NC1CCCCC1
2	8	CCOC(=O)c1ccc(NS(=O)(=O)CC)cc1
1	10	Cc1cc(C(=O)CN2C(=O)c3ccccc3S2(=O)=O)c(C)n1-c1ccccc1
4	0	CSc1ccc(CN2CCC(O)CC2)cc1
6	12	CCOC(=O)Cn1c(SC)nc2sc3c(c2c1=O)CC(C)(C)OC3
2	-1	FC(F)(F)c1cnc2c(c1)Nc1ccccc1S2
-4	-5	C(=N\n1cnnc1)/c1cccc(Oc2ccccc2)c1
-2	2	CCc1cc2cc(C)cc(C)c2nc1SCC(=O)N1CCN(C(=O)c2ccco2)CC1
-9	-5	c1cc2[nH]snc2c2nc(C3CC3)nc12
4	8	O=C(COC(=O)C1=COCCO1)Nc1ncc(C(F)(F)F)cc1Cl
0	2	CCCOC(=O)Nc1cc(OC)c(Cl)cc1OC
6	7	Cc1cc2c(c(=O)n1Cc1cccnc1)C(c1ccccc1)C(C#N)=C(N)O2 (stereo not given)
5	7	CC(=O)c1ccc(OC(=O)C2CC(=O)N(c3cccc(C)c3)C2)cc1 (stereo not given)

# One compound at a time, from the list above. Values in the order: TNAP pNPP inh | TNAP Pi inh
# CCc1cc2cc(C)cc(C)c2nc1SCC(=O)N1CCN(C(=O)c2ccco2)CC1 is entered as -2 | 2
# FC(F)(F)c1cnc2c(c1)Nc1ccccc1S2 is entered as 2 | -1

# 5 entries from above, arranged by the value under TNAP Pi inh, highest first.
TNAP pNPP inh	TNAP Pi inh	Compound
5	11	CC12CN(C(=O)c3ccccc3)C3(C#N)CC1CCC23C (stereo not given)
1	10	Cc1cc(C(=O)CN2C(=O)c3ccccc3S2(=O)=O)c(C)n1-c1ccccc1
1	6	Cc1sc(-n2c(C)ccc2C)c(C#N)c1C
0	0	CCOC(=O)CC1=C(C(=O)OCC)C(c2ccc(OC)c(OC)c2)C(C#N)=C(N)O1 (stereo not given)
-4	-5	C(=N\n1cnnc1)/c1cccc(Oc2ccccc2)c1

# (cont.)
TNAP pNPP inh	TNAP Pi inh	Compound
5	13	CSCC[C@H](NC(=O)OC(C)(C)C)C(=O)N1CCC(C(=O)N[C@@H](C)C(=O)O)CC1
-2	3	Cc1ccc2[nH]c3c(N4CCOCC4)ncnc3c2c1
3	12	C=C(C)Cn1c(SCCCO)nc2c1c(=O)[nH]c(=O)n2C
7	15	Cc1cccc2cc(CN(Cc3ccc4c(c3)OCO4)Cc3nnnn3C3CCCC3)c(=O)[nH]c12
5	-24	CSc1cccc(NC(=O)Nc2ccccc2)c1
4	10	CN1[C@@H](CC(=O)c2ccccc2)CCC[C@H]1C[C@H](O)c1ccccc1
7	-10	Cc1cccc(N2CCN(C(=O)c3cc4n(n3)C(C(F)(F)F)CC(c3ccco3)N4)CC2)c1C (stereo not given)
8	9	N#CC1=C(N)Oc2n[nH]c(-c3cccs3)c2C1c1ccco1 (stereo not given)
2	8	CC(=O)Nc1cccc(NC(=O)CCn2cnc3cc(C)c(C)cc32)c1
4	8	Cc1cc(N2CCN(C(=O)c3ccco3)CC2)n2nc(C)c(-c3ccc(Cl)cc3)c2n1
4	16	CCCC(=O)Nc1cc(C)c(NC(=O)c2ccncc2)cn1
0	8	Cn1c(NCC2CCCO2)nc2c1c(=O)n(Cc1ccccc1)c(=O)n2C (stereo not given)
1	8	O=C(O)CCC(=O)c1ccc2c(c1)OCCCO2
5	6	CCC(Sc1nncn1C)C(=O)Nc1ccccc1OC (stereo not given)
3	1	NC(=O)c1cnn2c(C(F)(F)F)cc(-c3ccc(F)cc3)nc12
4	6	CC1(C)CC(=O)C2=C(C1)Oc1nc3ccccc3cc1C2C(C#N)C#N (stereo not given)
0	0	CCOc1cccc(-c2nnc3sc(C4CCCCC4)nn23)c1
-7	0	COC(=O)c1c(NC(=O)CC2SCC(C(=O)OC)NC2=O)sc2c1CCCC2 (stereo not given)
7	6	O=C(c1ccco1)N1CCN(C(=O)c2cc(-c3ccccn3)nc3ccc(Cl)cc23)CC1
-1	12	COc1cc(C(=O)Nc2nc3ccc(S(=O)(=O)N4CCOCC4)cc3s2)cc(OC)c1OC

TNAP pNPP inh	TNAP Pi inh	Compound
3	10	CCc1ccccc1NS(=O)(=O)c1cc(C)ccc1OC
2	-24	Nc1cc(N)nc(SCC(=O)Nc2ccc(Br)cc2Cl)n1
6	13	O=C1C2C3C=CC(C3)C2C(=O)N1c1cccc2cccnc12 (stereo not given)
0	0	CCOC(=O)N1CCN(C2CC(=O)N(c3ccc(C)cc3)C2=O)CC1 (stereo not given)
5	9	Cc1ccc(S(=O)(=O)N2CCN(C(=O)c3cccc(F)c3)CC2)cc1
5	10	COc1ccc(C(=O)N2CCCC(c3nc(-c4cccs4)no3)C2)cc1 (stereo not given)
2	7	COC(=O)c1c(NC(=O)c2cccs2)sc2c1CCCC2
0	0	CC(C)Oc1ccc(C(=O)CCN2CCCCC2)cc1
6	10	Cc1ccc(-c2nn(C)c(=O)c3ccccc23)cc1CNS(C)(=O)=O
-8	-5	Cc1ccc(N2CC(C(=O)Nc3ccncc3)CC2=O)cc1 (stereo not given)
1	5	FC(F)(F)c1cc(-c2ccccc2)nc(N2CCCCCC2)n1
-11	-4	CCCNC(=O)CN(C1CCCCC1)S(C)(=O)=O
6	2	COc1ccccc1NC(=O)CSc1nnc(C2CCCCC2)o1
-3	12	O=C(CCc1ccccc1)Nc1cccc(-c2nnc(-c3ccco3)o2)c1
8	-2	COCCn1c(C)cc(C(=O)COC(=O)CCc2ccc(S(=O)(=O)N3CCOCC3)cc2)c1C
4	12	Cc1cc2nc(NC3=NCN(Cc4ccc5c(c4)OCO5)CN3)nc(C)c2cc1C
0	12	CCCCC(CC)C(=O)Nc1ccccc1C(=O)NC(C)C (stereo not given)
2	6	C=CCc1cccc2cc(C(=O)N3CCN(C(=O)OCC)CC3)c(=O)oc12
2	3	CC1(C)CC(=O)C(C=N)=C(O)C1
-2	14	CCc1cc2c(N3CCN(c4nnc(CC)s4)CC3)ncnc2s1

TNAP pNPP inh	TNAP Pi inh	Compound
-6	-7	N#C/C(C(=O)c1ccccc1)=C1/SC=C(N)N1c1ccccc1
0	0	Nc1nnc(CC2=CCCCC2)s1
-1	1	C=CCNc1sc(C(=O)C2CC2)c(N)c1C#N
7	3	CCOC(=O)c1cnc2c(C(=O)OC)cccc2c1NCc1ccco1
5	12	Cc1ccc(Nc2nc(N)nc(CN3CCCCCC3)n2)c(C)c1
4	4	CCCC1=C(C(=O)OCC)C(c2cc(Cl)cc(OC)c2OCC(=O)OCC)NC(=O)N1 (stereo not given)
6	11	O=C1CCCc2nc(N3CCN(Cc4ccccc4)CC3)ncc21
9	22	Cc1csc(NC(=O)CSc2nnc(-c3ccncc3)o2)n1
0	0	Cc1csc(SCC(=O)Nc2ccccn2)n1
-14	-6	O=C1c2ccccc2C(=O)N1c1n[nH]c(CCc2ccccc2)n1
4	9	COc1ccc2c3c(c(=O)oc2c1OCC(=O)C(C)(C)C)CCCC3
6	9	Cc1occc1-c1nnc(SCC(=O)Nc2nccs2)n1CCc1ccccc1
1	7	CCOC(=O)COc1ccc(Oc2nc(C)cc(OC)n2)nn1
3	11	Cc1ccc(N)cc1-n1c(C)ccc1C
-1	11	O=C(NC1CCCCC1)C(c1ccc(F)cc1)N(Cc1ccco1)C(=O)Cn1nnc2ccccc21 (stereo not given)
0	0	Cc1ccc(NC(=O)CCC(C(=O)O)N2C(=O)c3ccccc3C2=O)cc1 (stereo not given)
-4	8	COc1cccc(Oc2cncnc2-c2ccc(OC)cc2O)c1
-1	0	OC(CN1CCCCC1)CN(c1ccccc1)c1ccccc1 (stereo not given)
3	-12	CCOc1ccc(CNC23CN4CN(CN(C4)C2)C3)cc1
0	5	Cc1c(Br)cc(C(=O)NCCCN2CCOCC2)c(C)c1C

TNAP pNPP inh	TNAP Pi inh	Compound
7	12	Cc1ccc2c(c1)C(O)(CC(=O)c1cccnc1)C(=O)N2 (stereo not given)
4	18	CN(C(=O)c1ccc(NC(=O)C2CC=CCC2C(=O)O)cc1)c1ccccc1 (stereo not given)
-3	5	Cc1c(NS(=O)(=O)c2cccc3nsnc23)c(=O)n(-c2ccccc2)n1C
8	-3	COc1cc(OC)c(C2C(C#N)=C(N)Oc3cc(C)n(CCCN4CCOCC4)c(=O)c32)cc1OC (stereo not given)
4	7	CCc1ccc2nc(SCC(=O)N(CC)CC)c(C#N)cc2c1
3	13	O=C(Nc1ccc(Cl)cc1)Nc1ccc2c(c1)N1CCN=C1S2
6	1	CCC(c1nnnn1CCc1ccccc1)N1CCN(C(=O)c2ccco2)CC1 (stereo not given)
-4	10	COC(=O)C1=C(N)Oc2cc(C)n(Cc3cccnc3)c(=O)c2C1c1ccc(OC)c(OC)c1OC (stereo not given)
7	5	CCCC(=O)Nc1c(O)c2ccccc2[nH]c1=O
2	9	COC(=O)c1ccc(C(=O)OC)c(NC(=O)c2cc3ccccc3o2)c1
-1	5	CCCSc1nnc(NC(=O)Nc2ccccc2)s1
-2	4	COc1ccc(NC(=O)c2ccco2)cc1NC(=O)c1ccc(Br)o1
2	-3	Oc1c(I)cc(I)c2cccnc12

# Screens from PubChem BioAssay.
